Scp-1 inhibitor: Scp-1 (human) phosphatase inhibition | Recombinant Scp1, phosphopeptide, malachite green phosphate absorbance | inhibition, % at 20 µM | 340,000 tested, 0.88% active | Q9GZU7;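 active = inhibition above about 50% at 20 µM, limit read from the data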;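 also: plate controls were DMSO wells with enzyme for no effect and wells lacking enzyme for full effect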
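Material: truncated SCP-1 phosphatase (76-261aa) / Buffer or medium: 50 mM Tris acetate pH 5.5, 0.005% Tween-20, 10 mM MgCl2 / Compound dosing: one concentration, 20 µM, with 1.0% DMSO / Incubation: 45 min room-temperature reaction, 5 min colour, 30 min stabiliser / Detection: colorimetric free-phosphate detection, absorbance 630 nm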
TbMetRS inhib: Trypanosoma brucei MetRS inhibition | purified T. brucei MetRS, ATP depletion, Kinase-Glo luminescence | inhibition, % at 11.9 µM | 360,000 tested, 0.4% active;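 active = inhibition above a per-plate cutoff of the control wells' mean inhibition plus 3 SD, cut at about 5.5% in these data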;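 also: 0% = DMSO wells median and 100% = median of wells with control inhibitor compound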
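Measured by: Kinase-Glo luciferase luminescence reporting remaining unconsumed ATP. Material: purified T. brucei MetRS enzyme. Doses: 11.9 µM compound single dose, 0.9% DMSO. Medium: HEPES buffer containing pyrophosphatase, BSA, spermine, DTT. Times: 15 min preincubation, 2 h reaction, all 25 °C. Reagent: methionine, ATP and bulk E. coli tRNA.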
CSN inh: CSN deneddylation inhibition; Q92905; Purified CSN, SCF-Nedd8-OG deneddylation, fluorescence polarization; inhibition, % at 12.5 µM; 360,000 tested, 0.38% active;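 active = pattern-corrected inhibition above about 35%, with an unprinted fluorescence ratio check between 0.5 and 1.5, limit read from the data, passing the limit was not always enough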;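 also: 0% = enzyme with substrate and 100% = substrate without enzyme; some results filed as inactive read as strong as hits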
Target sequence (Q92905 whole entry, looked up, one chain of several): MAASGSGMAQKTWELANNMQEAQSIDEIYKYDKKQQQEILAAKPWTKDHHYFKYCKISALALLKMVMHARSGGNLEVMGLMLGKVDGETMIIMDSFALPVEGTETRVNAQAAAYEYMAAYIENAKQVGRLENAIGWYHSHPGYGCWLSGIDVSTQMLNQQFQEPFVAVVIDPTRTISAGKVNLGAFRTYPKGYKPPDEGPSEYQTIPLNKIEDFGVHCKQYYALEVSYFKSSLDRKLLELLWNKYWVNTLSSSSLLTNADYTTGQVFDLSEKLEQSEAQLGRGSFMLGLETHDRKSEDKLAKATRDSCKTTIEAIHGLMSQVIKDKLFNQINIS
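Assay system: HEK293T-derived human Csn5 enzyme; quantity: 0.24 nM enzyme; medium: Tris/NaCl/DTT buffer, pH 7.5; also added: substrate SCFSkp2-Nedd8OG, 10 nM; doses: 12.5 µM compound; schedule: 90 min reaction at room temperature; signal: FP; read-out: % inhibition of substrate cleavage by Csn5; benchmarks: substrate-only high control, full reaction low control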
STEP block: inhibitors of human striatal-enriched phosphatase STEP. P54829. recombinant STEP, OMFP fluorogenic substrate, fluorescence. inhibition, % at 20 µM. 360,000 tested, 0.25% active;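 active = inhibition at 20 µM, scaled per plate between control wells, above about 37%, limit read from the data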;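 also: 0% = DMSO with enzyme and substrate and 100% = substrate only without enzyme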
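Also added – OMFP at 25 µM · Test system – STEP tyrosine phosphatase · Technique – FITC-channel fluorescence of OMFP product · Schedule – 20 min at room temperature, dark · Evaluation – control-normalized % inhibition with plate pattern correction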
Rpn11 block: inhibitors of human proteasome Rpn11; O00487; 360,000 tested, 0.59% active; calls only at 20 µM; human 26S proteasome, Ub4-pepOG fluorescence polarization; 20S core pre-blocked with epoxomicin; AID 588493;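 active = inhibition at 20 µM, scaled to each plate's controls, above about 33%, limit read from the data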
Target sequence (O00487 whole entry, looked up): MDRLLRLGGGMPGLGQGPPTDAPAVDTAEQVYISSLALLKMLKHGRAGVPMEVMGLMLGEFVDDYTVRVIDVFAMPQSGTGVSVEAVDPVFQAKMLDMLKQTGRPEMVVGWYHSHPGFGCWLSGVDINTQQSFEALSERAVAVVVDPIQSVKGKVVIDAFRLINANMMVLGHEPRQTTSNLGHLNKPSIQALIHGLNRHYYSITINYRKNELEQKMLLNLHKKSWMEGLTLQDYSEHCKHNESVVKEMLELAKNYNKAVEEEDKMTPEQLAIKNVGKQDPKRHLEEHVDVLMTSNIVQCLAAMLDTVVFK
MsrA inh: inhibits bovine methionine sulfoxide reductase A; 360,000 tested, 0.75% active; inhibition, % at 15.5 µM; AID 651718; purified bovine MsrA, absorbance read-out; in the data active = inhibition above about 4.5%;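 also: 0% = vehicle wells with enzyme and 100% = reference inhibitor wells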
NadD block: NadD (S. aureus) enzyme inhibition; purified NadD enzyme, colorimetric absorbance read-out; inhibition, % at 20 µM; 360,000 tested, 0.78% active; AID 602399; in the data active = inhibition above about 26%; also: some compounds past the cut are filed as inactive
DNMT1 inh: blocks human DNA methyltransferase DNMT1. P26358. DNMT1 molecular beacon, Hinp1I cleavage, fluorescence. inhibition (reported as % activation of signal), % at 10 µM. 360,000 tested, 0.83% active; in the data active = inhibition above about 50%
SUMO1 PPI mod: alters human SUMO1 binding to SIM partners; P63165; SUMO1 binding to a labelled peptide, TR-FRET, 1 h; inhibition, % at 20 µM; 360,000 tested, 0.33% active; AID 602429; in the data active = inhibition above about 37%
Target sequence (P63165 whole entry, looked up): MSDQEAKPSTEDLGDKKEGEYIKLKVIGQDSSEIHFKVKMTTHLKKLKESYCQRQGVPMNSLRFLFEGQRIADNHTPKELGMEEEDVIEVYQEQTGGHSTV
LMPTP block: blocks human LMPTP phosphatase. P24666. recombinant LMPTP-A, OMFP fluorogenic substrate, fluorescence intensity. inhibition, % at 20 µM. 360,000 tested, 0.22% active;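 active = compounds that cut the enzyme signal by at least half of the control window in the single-dose screen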;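 also: plate controls were DMSO wells with enzyme plus substrate for no effect and substrate without enzyme for full effect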
Target sequence (P24666 whole entry, looked up): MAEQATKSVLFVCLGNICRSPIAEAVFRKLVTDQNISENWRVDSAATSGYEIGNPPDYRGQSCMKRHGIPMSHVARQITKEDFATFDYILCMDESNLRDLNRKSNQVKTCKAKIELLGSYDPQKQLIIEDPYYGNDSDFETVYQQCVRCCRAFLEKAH
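Test system – LMPTP-A enzyme · Amount – LMPTP-A at 0.625 nM final in the reaction · Buffer or medium – Bis-Tris pH 6.0, DTT, detergent · Reagent – OMFP 400 µM · Doses – single 20 µM dose · Schedule – reaction 50 min, room temperature, dark · Detection – fluorescence intensity of OMFP turnover product · Evaluation – percent inhibition versus substrate-only and uninhibited controls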
* marks the source's active call; other numbers are inactive results; i = inactive; nt = no result given. Random draw from the library; any-hit rate near 3.9%.

canonical_smiles	Scp-1 inhibitor	TbMetRS inhib	CSN inh	STEP block	Rpn11 block	MsrA inh	NadD block	DNMT1 inh	SUMO1 PPI mod	LMPTP block
O=C1CN(C(=O)c2ccco2)C(c2ccccc2)c2cc(Cl)ccc2N1 (configuration not stated)	-3	0.1	-4	0	i	2.0	4	5	0	-0.1
CCc1c(C)nc(SCC(=O)NC2CCCC2)[nH]c1=O	-7	0.5	-1	-1	i	-0.2	3	0	5	-0.9
CCC1(c2ccc(F)cc2)NC(=O)N(CC(=O)N2c3ccccc3CC2C)C1=O (configuration not stated)	-8	0.4	-2	-3	i	-1.0	4	3	7	0.0
Cc1ccc(Cl)cc1NC(=O)COc1ccccc1	-21	0.2	0	1	i	0.7	-4	0	1	0.7
CC(C)/C=N/NC(=O)c1cccc(N2CCCC2=O)c1	-7	-0.4	0	-4	i	0.1	-1	3	3	-1.4
CN(C)c1ccc(NC(=O)Cn2c(=O)n(Cc3ccccc3)c(=O)c3ccccc32)cc1	-7	-0.7	-5	-1	i	-0.3	22	-2	-2	-0.2
Cn1c(COc2ccccc2)nnc1SCCSc1nnc(COc2ccccc2)n1C	-1	-0.4	-3	10	i	1.1	3	1	1	-1.5
COc1cc(/C=N/N(c2ccccc2)c2ccccc2)ccc1O	0	-0.8	1	-2	i	2.8	-7	0	2	1.2
COc1ccc(Cl)cc1C(=O)NNC(=O)CNC(=O)c1ccco1	-10	-0.1	-1	-5	i	1.1	0	2	2	-2.3
Cc1cc(NC(=O)c2noc3c2CCCCC3)no1	-3	-0.4	2	0	i	nt	-2	4	6	-0.8
COc1ccc(CCNC(=O)C2CC(c3cc(C(F)(F)F)cc(C(F)(F)F)c3)=NO2)cc1 (configuration not stated)	-9	-0.3	6	3	i	-0.7	-5	6	2	2.7
CCOC(=O)C(NS(=O)(=O)c1ccc(Br)cc1)C(C)C (configuration not stated)	0	-0.6	-1	0	i	nt	1	-2	3	0.4
CCN(C(=O)COC(=O)c1cc(Cl)ccc1OC)c1c(N)n(Cc2ccccc2)c(=O)[nH]c1=O	-4	0.0	-3	1	i	-0.2	10	7	-1	-0.8
Cc1ccccc1Oc1nc(-c2ccccn2)nc2ccccc12	-3	-0.1	2	4	i	1.8	8	0	4	2.3
O=[N+]([O-])c1cccnc1S(=O)(=O)c1ccccc1	-7	-0.2	-3	-2	i	1.1	-4	5	-22	-1.0
FC(F)(F)c1ccc(N2CCN(c3ncnc4c3nnn4Cc3ccccc3Cl)CC2)cc1	0	-0.6	-6	9	i	0.0	8	-3	8	4.8
O=C(CCc1nnc(COc2ccccc2)o1)NCc1ccc(Cl)s1	1	-1.0	2	-5	i	1.2	-2	18	1	-0.1
COc1ccc(CCNC(=O)COC(=O)/C=C/c2cc(OC)ccc2OC)cc1	-10	-0.2	-5	1	i	0.9	-6	0	-10	0.7
CC(C)Cc1nnc(NC(=O)CCC(=O)N2CCN(S(=O)(=O)c3ccccc3)CC2)s1	-5	0.2	-1	1	i	0.8	4	-2	0	-0.7
NC(=O)c1cccn1Cc1cccc(Cl)c1	-11	0.4	-2	5	i	-1.1	-1	-1	-1	-0.9
CCc1ccc(N(C(=O)c2ccoc2C)C(C(=O)NC2CCCC2)c2ccc(OC)cc2)cc1 (configuration not stated)	10	-0.4	-2	3	i	0.2	-10	7	4	1.9
Cc1ccc(NC(=O)CSc2nnc(-c3ccco3)n2N)cc1F	-4	-1.0	0	0	i	-0.4	-9	-1	-1	0.4
CCC(=O)N1CCCC1(C)C(=O)Nc1ccc2scnc2c1 (configuration not stated)	nt	-0.3	-1	-5	i	1.2	-2	0	-1	-1.2
CC1CCCC(NC(=O)COC(=O)Cc2cn3ccsc3n2)C1C (configuration not stated)	0	-1.1	4	3	i	-0.9	2	-1	0	-2.4

Part of the list above in a different format.
Each structure is followed by: Scp-1 inhibitor, TbMetRS inhib, CSN inh, STEP block, Rpn11 block, MsrA inh, NadD block, DNMT1 inh, SUMO1 PPI mod, LMPTP block
O=C(CCc1nnc(COc2ccccc2)o1)NCc1ccc(Cl)s1
  1, -1.0, 2, -5, i, 1.2, -2, 18, 1, -0.1
COc1ccc(CCNC(=O)COC(=O)/C=C/c2cc(OC)ccc2OC)cc1
  -10, -0.2, -5, 1, i, 0.9, -6, 0, -10, 0.7
CC(C)Cc1nnc(NC(=O)CCC(=O)N2CCN(S(=O)(=O)c3ccccc3)CC2)s1
  -5, 0.2, -1, 1, i, 0.8, 4, -2, 0, -0.7
NC(=O)c1cccn1Cc1cccc(Cl)c1
  -11, 0.4, -2, 5, i, -1.1, -1, -1, -1, -0.9
CCc1ccc(N(C(=O)c2ccoc2C)C(C(=O)NC2CCCC2)c2ccc(OC)cc2)cc1 (configuration not stated)
  10, -0.4, -2, 3, i, 0.2, -10, 7, 4, 1.9

(listing goes on)
canonical_smiles	Scp-1 inhibitor	TbMetRS inhib	CSN inh	STEP block	Rpn11 block	MsrA inh	NadD block	DNMT1 inh	SUMO1 PPI mod	LMPTP block
CN(Cc1ccccc1F)c1cc2c(c3c1ccn3C)C1CCC2C1 (configuration not stated)	nt	-1.4	0	2	i	0.6	2	8	1	1.5
CC1CCc2[nH]c3ccc(C(=O)NCC4CCCO4)cc3c2C1 (configuration not stated)	-5	-0.4	3	1	i	1.0	-2	-1	2	0.3
COc1ccc(C(=O)Nc2nc(C)c(C(C)=O)s2)cc1S(=O)(=O)N1CCOCC1	-5	-0.3	-1	-1	i	1.8	-3	0	-166	-0.4
Cn1c(NCCOc2ccccc2Cl)nc2cc(-c3ccc(F)cc3)sc2c1=O	nt	-0.2	-2	-3	i	-0.3	6	11	-3	2.6
O=C(c1nn(Cc2ccccc2)c(=O)c2ccccc12)N1CCN(c2ccccn2)CC1	-2	0.1	3	1	i	-0.3	-5	-3	0	0.3
COc1ccc(C2(CCN=Cc3ccc(N(C)C)cc3)CCOC(C)(C)C2)cc1 (configuration not stated)	-1	-0.3	4	5	i	2.8	-8	2	-17	-0.8
O=C(Cc1cccs1)Nc1nc(-c2ccc(F)cc2F)cs1	-8	-1.9	-1	-4	i	1.2	-7	0	0	2.0
COc1ccc(C2C(C(C)=O)=C(O)C(=O)N2CCCn2ccnc2)cc1 (configuration not stated)	-5	-0.4	1	-1	i	-0.1	7	-5	24	-5.5
Cc1cccc(-n2ncc3c2CCCC3NC(=O)CCN2Cc3ccccc3C2=O)c1C (configuration not stated)	-4	-0.2	5	0	i	-0.3	5	4	-1	-0.9
COc1ccc(S(=O)(=O)NCC2CCCN(Cc3cccnc3)C2)cc1 (configuration not stated)	-1	-0.6	6	-2	i	0.0	-6	-1	3	-1.1
CCCCOc1ccc(S(=O)(=O)N2CCN(c3ccc(N4CCN(CC)CC4)nn3)CC2)cc1	-2	-0.3	0	6	i	-1.4	-1	2	-20	-3.2
CCc1ccc(NCc2nc3ccccc3c(=O)[nH]2)cc1	-2	-0.5	-1	1	i	1.1	2	-6	0	-0.5
N#Cc1nc(-c2ccccc2F)oc1NCc1ccccc1	-15	-0.4	0	1	i	1.2	-1	-1	0	1.3
CCCN(CC(=O)Nc1ccccc1C)C(=O)C1CC(=O)N(c2ccccc2OCC)C1 (configuration not stated)	-9	-0.2	3	-2	i	0.1	1	-3	-25	-9.8
CCOC(=O)c1c(NC(=O)CN(CC)CC)sc2c1CCN(C(=O)OCC)C2	-8	-1.0	1	2	i	0.8	8	1	1	1.8
COc1c(C)cc(C(=O)C2CCCN(C(=O)c3cccc(F)c3)C2)cc1C (configuration not stated)	-7	0.3	-3	-2	i	-0.5	-5	2	-8	-0.4
CCc1nnc(NC(=O)CCC(=O)N2CCN(Cc3ccc(Cl)cc3)CC2)s1	-7	-0.7	-2	-1	i	0.2	-2	-3	-3	-3.5
O=[N+]([O-])c1cccc(-n2nnnc2CNCc2ccccc2)c1	0	-0.5	-2	-3	i	-0.8	-9	0	-27	-0.4
N#C/C(=N/O)c1nc(-c2ccc(F)cc2)cs1	-8	0.1	3	-2	i	1.1	-6	-1	-4	-1.8
COC(=O)c1cccc(N(C(=O)c2cnccn2)C(C(=O)NC2CCCCC2)c2cn(C)nc2C)c1 (configuration not stated)	2	-0.3	-2	3	i	-1.7	2	7	1	1.4
CC1CN(C(=O)c2ccccc2NS(=O)(=O)c2ccc(Cl)cc2)CC(C)O1 (configuration not stated)	-3	-0.3	-3	-1	i	-0.2	-5	13	2	-1.1
Cc1ccccc1N=CC=C1OC(C)(C)C(C)(C)O1	-3	-1.1	4	-5	i	0.6	-1	-1	2	-3.1
O=C(CN1C(=O)C2C3c4ccccc4C(c4ccccc43)C2C1=O)N1CCOCC1 (configuration not stated)	-8	-0.9	-1	0	i	0.1	2	1	-4	0.0
Cc1cc(C(=O)NC2CCCCCC2)c2ccccc2n1	-1	0.0	-2	0	i	0.3	3	0	0	-0.4

From PubChem
